# Screening data: PubChem BioAssay, National Center for Advancing Translational Sciences (NCATS)
# Pf Dd2 inh: blocks in vitro growth of P. falciparum Dd2; P. falciparum Dd2 growth, SYBR Green, 72 h; Potency, µM (highest dose often 28.9 µM), for inactives: at the highest dose activity, negative = inhibition, hits mostly inhibitors; 120,000 compounds, 4.3% hits; AID 1347417; active means well fitted inhibition curve with a large enough effect; inconclusive means small, poorly fitted or top-dose-only effect; inactive means no such curve, though single readings can be large or run the other way;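 further: plate controls were DMSO vehicle for no effect and reference drug for full effect; nearly all actives have a fitted effect of over 65% in size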
#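 Infected erythrocytes (Dd2, 0.3% parasitemia, 2.5% hematocrit final) are added to compound in RPMI-1640/Albumax II medium, grown 72 h at 37C in low oxygen, then lysed with saponin/Triton-X containing SYBR Green and read by fluorescence.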
# * hit, by the source's call; i = inactive; u = inconclusive; [ ] = dose if it differs, or a comment. Potency means the concentration at half of the fitted maximal effect. This is a subset; rates above refer to the full screens.
# The first four records (preview)
no.	mol	Pf Dd2 inh
1	CC(C)N1CC[C@@H]2[C@H]1C(=O)NC[C@H](CCC(=O)N1CCc3ccccc31)N2C	i
2	CNC(=O)[C@@H](Cc1ccccc1)N1CCC[C@H]1C(=O)NCCOC	i
3	Cc1ncc2n1C(=O)N(C1CCN(C(=O)c3ccccc3F)CC1)C2	10%[44.1 µM]
4	O=C(CSc1c2c(nc3ccccc13)CCC2)Nc1ccc(F)cc1F	-2%

# This part in full (from the top)
no.	mol	Pf Dd2 inh
1	CC(C)N1CC[C@@H]2[C@H]1C(=O)NC[C@H](CCC(=O)N1CCc3ccccc31)N2C	i
2	CNC(=O)[C@@H](Cc1ccccc1)N1CCC[C@H]1C(=O)NCCOC	i
3	Cc1ncc2n1C(=O)N(C1CCN(C(=O)c3ccccc3F)CC1)C2	10%[44.1 µM]
4	O=C(CSc1c2c(nc3ccccc13)CCC2)Nc1ccc(F)cc1F	-2%
5	Cc1noc(-c2cccc(F)c2)c1C(=O)NCc1cccc2ccccc12	-11%
6	Nc1nc(CCC(=O)N2CCn3nc(C(O)c4ccccc4)cc3C2)cs1 (stereo not drawn)	-3%
7	CCn1nccc1C(=O)N1CCCC1c1nc(CCOc2cccc(C)c2)no1 (stereo not drawn)	u
8	O=C(CN1C(=O)NC2(CCOCC2)C1=O)Nc1ccc(Cl)cc1F	19%
9	O=C(Cc1csc2ccccc12)NCc1ccccc1F	10%
10	O=C1NCCCCCCN[C@H]2CCC[C@@H]12	u
11	COc1ccc(N2CCOC3CCN(Cc4cccc(Cl)c4)CC3C2=O)cc1 (stereo not drawn)	i
12	CC(C)C[C@@H]1N[C@H](C(=O)NC(C)C)Cc2cn(Cc3ccncc3)c3cccc1c23	u
13	COc1ccc(-c2noc([C@@H]3CCCN3C(=O)COc3cccc(C)c3)n2)cc1OC	i
14	Cc1cccc(Cn2cc3c(=O)n(CC(=O)Nc4ccc(C)c(F)c4)nc-3c3cc(F)ccc32)c1	28%
15	O=C(c1ccc2ncccc2c1)N1CCCC(Nc2ccc(F)cc2)C1 (stereo not drawn)	-1%
16	CCOC(=O)CC(=O)CSc1nc2ccccc2c(=O)n1-c1ccc(C(=O)NCCOC)cc1	u
17	CC(c1ccc(F)cc1)N1Cc2cc(NC(=O)Cc3cccs3)ccc2OCC1=O (stereo not drawn)	i
18	CCOc1ccc(/C=C/c2nc3ccccc3n2S(=O)(=O)c2cccc(Cl)c2)cc1	3.5µM*
19	CN(C)[C@@H]1CN(Cc2ccc(C#N)cc2)CC[C@@H]1CNC(=O)C1CC1	i
20	O=C1CC(c2ccccc2)N(C(=O)CC2CCCCC2)CCCCCCN1 (stereo not drawn)	u
21	COc1ccc(C)cc1NC(=O)c1ccc2c(=O)n3c(nc2c1)CCCCC3	i
22	CNc1nccc(N2CCC(CC(=O)NCCCN3CCOCC3)CC2)n1	u
23	COc1ccc2c(c1)c1c(c(=O)n(Cc3ccccc3)c(=O)n1CC(=O)Nc1ccccc1OC)n2C	20%
24	CS(=O)(=O)N1CCCN(C(=O)CCCc2ccccc2)c2ccccc21	3%
25	CN(C)c1ccc(C(=O)NC[C@H]2C[C@@H]3CCN2C[C@@H]3CN2CCN(c3ccc(F)cc3)CC2)cc1	u
26	CN(C)CCN1CCCN(C(=O)CCc2ccccc2)c2ccccc21	7.1µM*
27	CC1=C(c2ccc(C)c(C)c2)S(=O)(=O)NC1=NCc1ccccc1Cl	i
28	COc1ccccc1CNC(=O)CC(c1ccc(OC)c(OC)c1)N1Cc2ccccc2C1=O (stereo not drawn)	u
29	COc1cccc2c1OCCCN(Cc1nnc(-c3ccccc3)o1)C2	-11%
30	CCOC(=O)C1CCCN(S(=O)(=O)c2ccc(N3CCCCS3(=O)=O)cc2)C1 (stereo not drawn)	12%
31	CCOc1ccc(C(=O)N2CCC(Cc3nc(-c4cnccn4)no3)CC2)cc1OCC	-14%
32	O=C(c1ccc2ccccc2n1)N1CC(c2nnc(-c3ccncc3)o2)C2(CCOCC2)C1 (stereo not drawn)	u
33	COc1cccc(CNC(=O)CCc2nnc3n(CC(C)C)c(=O)c4ccccc4n23)c1	-1%
34	CO[C@H]1C(=O)N(C(C)C)[C@H]1C1CCN(C(=O)CCc2ccccc2)CC1	-21%
35	Cc1ccc2c(n1)N(C)[C@H](CO)CCN(Cc1cccc3c1OCO3)C2	u
36	NC(=O)CN1CCCC(c2nc(-c3ccc4nc[nH]c4c3)no2)C1 (stereo not drawn)	u
37	Cc1ccc(-n2nc(C)c3c(C)cc(=O)n(CC(=O)Nc4cccc(C)c4C)c32)cc1	26%
38	CCn1cc(S(=O)(=O)N2CCC3(CC2)CC2C(=O)NCCN2C3)cn1 (stereo not drawn)	i
39	CN(C)CCN(C)[C@H]1[C@@H]2OC[C@@H](O2)[C@@H](NCc2ccc(N(C)C)cc2)[C@@H]1O	34%[activator][44.1 µM]
40	Oc1c(C(c2ccc(Cl)cc2Cl)N2CCN(Cc3ccccc3)CC2)sc2nc(-c3ccco3)nn12 (stereo not drawn)	-12%
41	Cc1ccc(C2Cn3nnc(C(=O)N4CCN(C(=O)c5c(F)cccc5F)CC4)c3CO2)cc1 (stereo not drawn)	u
42	COCc1noc([C@@H]2CC(F)(F)CN2S(=O)(=O)c2ccccc2)n1	-7%
43	Cc1ccccc1N1Cc2c(NCc3ccccn3)ncnc2N(C)CC1=O	-11%
44	CCC1(N2CCN(C(=O)c3cccc(OC(F)(F)F)c3)CC2)CCN(S(C)(=O)=O)C1 (stereo not drawn)	-18%
45	Cc1nn(C(=O)c2ccc(Br)cc2)c(C)c1Sc1ccccc1	i
46	CN(Cc1cnccn1)C(=O)CC(c1ccccc1)c1ccccc1Cl (stereo not drawn)	-10%
47	CCc1ccccc1N1CC(c2nc3ccccc3n2CCOc2ccc(Cl)c(C)c2)CC1=O (stereo not drawn)	u
48	CC(C)Oc1ccc(C(=O)N2CCC3(CC2)C(=O)N(C)c2ccccc23)cc1	8.9µM*
49	Cc1cccc2c1nc1n2[C@@H](CNCc2nc3ccccc3n2C)COC1	-18%[44.1 µM]
50	COc1ccc(NC(=O)CN2C(=O)NC3(CCS(=O)(=O)CC3)C2=O)cc1	7%

# Further records.
no.	mol	Pf Dd2 inh
51	COCCN1C(=O)c2cccn2CC1CNC(=O)Nc1ccc(OC)cc1 (stereo not drawn)	7%
52	Cc1ccc(-c2cn3c(n2)CO[C@@H](CNC(=O)c2ccc(Cl)cc2)C3)cc1	u
53	Cc1cccc(-c2ccc3c(c2)C(=O)N2CC[C@H](N)[C@H]2C(=O)N3)c1C	-8%[44.1 µM]
54	COc1cc2c(=O)n(CCc3ccccc3)c(=O)n(CC(=O)Nc3ccccc3)c2cc1OC	u
55	CCN1C(=O)CCN(C(=O)c2cnc(C)cn2)CC12CCOCC2	22%
56	O=C(c1ccccc1)N1CCC2(CC1)SCC(=O)N2c1ccccc1	-21%
57	CN(C(=O)c1ccc(-c2nnc3ccc(NC(=O)C4CCC4)cn23)cc1)C1CCCCC1	u
58	COc1cccc(C2CC(=O)Nc3c2c(=O)nc2c(C)cccn32)c1OC (stereo not drawn)	9%
59	COCc1ncc2c(n1)CCCN(CC(=O)Nc1ccccc1)C2=O	u
60	COc1cccc(N2C(=O)OCC23CCN(Cc2cccc(F)c2)C3)c1 (stereo not drawn)	18%[44.1 µM]
61	CC(=O)N1CCN(CC[C@@H]2CC[C@H](O)[C@@H](C(=O)N3CCOCC3)O2)CC1	26%[44.1 µM]
62	Cc1ncccc1C(=O)N1CCCCCCNC(=O)[C@@H]2CCCC[C@@H]21	3%
63	O=C(Cn1nc2n(c1=O)CCCCC2)NCCC1=CCCCC1	-48%
64	COc1ccc(NC(=O)C2CC(=O)N(c3n[nH]c4cccc(F)c34)C2)c(OC)c1 (stereo not drawn)	-17%
65	O=C(CCc1cccc(F)c1)N1CCC(C(=O)O)(n2cccn2)CC1	-7%
66	COC(=O)CC1Oc2ccccc2-n2cc(-c3ccc(Cl)cc3)nc21 (stereo not drawn)	3.5µM*
67	CCOc1ccccc1C(=O)NCCc1noc(C2CC2)n1	4%
68	CN(C)CC(=O)N1CCC(N2C(=O)C3(CCCC3)C2c2ccccc2)CC1 (stereo not drawn)	-8%
69	CC(Cn1ccc2ccccc21)NC1CCN(c2ccc(C(=O)N(C)C)cc2)CC1 (stereo not drawn)	u
70	COc1cccc(CNC(=O)c2sc3ncccc3c2-n2c(C)ccc2C)c1OC	9%
71	COCc1nc(C2CCN(C(=O)C3CCC3)C2)no1 (stereo not drawn)	-4%
72	COCCN1CC2(CCC1=O)CCN(C(=O)c1c(C)cccc1C)CC2	-7%
73	CCNc1ncc(CN2CCCC(CCc3cccc(C(F)(F)F)c3)C2)cn1 (stereo not drawn)	7.9µM*
74	CC(C)CN1C(=O)C(C)(C)[S+](=O)([O-])[C@@H]2CN(Cc3ccncc3)C[C@@H]21	26%[44.1 µM]
75	CC(C(=O)NCCc1noc(-c2cccnc2)n1)c1ccccc1 (stereo not drawn)	1%
76	Cc1cc(-c2nc3ccncc3[nH]2)c(C)o1	u
77	C=CCOC(=O)N(C)Cc1cn([C@H]2CN[C@H](C(=O)NC)C2)nn1	-12%
78	COc1ccc(-c2cc(N3CCCN(C(=O)Cc4cccc(Cl)c4)CC3)n[nH]2)cc1	-16%
79	CCOC(=O)CCNC(=O)N1CCC(N2C(=O)C3(CCCCC3)C2c2ccncc2)CC1 (stereo not drawn)	-1%
80	O=C(Nc1ccc(S(=O)(=O)N(Cc2ccccc2)c2ccccc2)cc1)c1ccc(F)cc1	69%[activator]
81	CC(C)(C)C(=O)Nc1cccc(-c2cn3cccnc3n2)c1	-6%
82	CCCOC1(C(F)(F)F)NC(=O)N(c2ccc(Cl)cc2)C1=O (stereo not drawn)	-21%
83	C=C[C@H]1CN2CC[C@H]1C[C@@H]2CNCc1ccc(OC)cc1	u
84	CCCCN(CCCNC(=O)c1cc(Nc2ccc(OC)c(OC)c2)nc2ccccc12)c1ccccc1	u
85	COCCCNC(=O)N1CCCC(c2nc(-c3cnccn3)no2)CCNC(=O)CC1 (stereo not drawn)	i
86	Cc1ccc2nc3c(cc(C(=O)NCc4ccco4)c(=N)n3C(C)C)c(=O)n2c1	5%
87	O=C(NC1CCCCC1)N[C@H]1[C@H](O)[C@@H](Oc2ccccc2)[C@@H]2OC[C@H]1O2	i
88	CCOc1ccc(CC(=O)NCc2ccc3c(c2)CCN3C(C)=O)cc1OCC	24%
89	CCOc1ccc(/C=C/c2nc(C#N)c(NCc3ccccc3)o2)cc1	u
90	CCCOc1cccc(C2c3c(oc4ccc(F)cc4c3=O)C(=O)N2CCCN2CCOCC2)c1 (stereo not drawn)	6.3µM*
91	CCCCCn1c(=O)[nH]c2cc(C(=O)NCc3ccc(C)cc3)ccc2c1=O	-8%
92	CC(=O)N[C@@H]1CN(C(=O)C2(c3ccccc3)CC2)C[C@H]1CO	21%
93	CC1=C(C(=O)Nc2cccnc2)C(c2ccccc2Cl)n2nc(-c3ccccc3)nc2N1 (stereo not drawn)	-7%
94	CCc1ccc(NC(=O)Cn2c(-c3cccc(Cl)c3)nc(C)c(CCO)c2=O)cc1	u
95	CN1C[C@@H]2CCCN3CCC[C@@H]([C@H]23)[C@H]1CCCC(=O)N1CCCCC1	u
96	CSc1ccc(NC(=O)C2CCN(c3ncccn3)CC2)cc1	i
97	Cc1ccc(C#N)c(-c2cc(NCc3cccnc3)nc3[nH]ccc23)n1	-24%
98	O=C(c1ccccc1F)N1CCN(c2cc(-c3cccs3)[nH]n2)CC1	-25%
99	Cc1ccc(S(=O)(=O)NC[C@H]2C[C@@H]3CCN2C[C@@H]3CN2CCN(c3ncccn3)CC2)cc1	-25%
100	O=C1N(c2ccccc2)c2ccccc2C12CCN(Cc1cccnc1)C2 (stereo not drawn)	u

# Further structures follow.
no.	mol	Pf Dd2 inh
101	Cc1ccc2nc3c(n2c1)C(c1ccccc1OCCN(C)C)CC(=O)NC3 (stereo not drawn)	-2%
102	COc1ccc(NC(=O)C(=O)NCC2(c3ccccc3)CCCC2)c(OC)c1	i
103	COc1ccc(CCC(=O)NC2CC(=O)N(c3ccc(OC)cc3)C2)cc1 (stereo not drawn)	12%
104	COCCNC(=O)CCCN1C(=O)COc2ccc(C(=O)COc3ccc(Cl)cc3C)cc21	u
105	CN(Cc1ccccc1)C(=O)c1cn(C)c2ccc(S(=O)(=O)N(C)C3CCCCC3)cc2c1=O	45%[activator]
106	Cc1nc2ccn(Cc3cccnc3)c(=O)c2cc1C(=O)Nc1ccc(F)cc1F	-5%
107	Cc1ccccc1C(=O)N(Cc1sccc1C)C1CCS(=O)(=O)C1 (stereo not drawn)	37%[activator]
108	COCCOCC(=O)N1CCCCCC1c1nnc(-c2ccccc2)o1 (stereo not drawn)	-5%
109	CC1CCC2(CC1)NC(=O)N(CC(=O)NC(C)CCc1ccccc1)C2=O (stereo not drawn)	-4%
110	COc1ccc(-c2cc(N3CCC(NC(=O)c4ccc(Br)cc4)C3)n[nH]2)cc1 (stereo not drawn)	-22%
111	COc1cc(C(=O)N2CCCN(S(C)(=O)=O)c3ccccc32)cc(OC)c1OC	i
112	Cc1nc(C2(C)CCN(C(=O)CCCC(=O)n3nc(C)c4ccccc43)CC2)no1	u

# At a glance, five of the compounds above:
no.	mol	Pf Dd2 inh
101	Cc1ccc2nc3c(n2c1)C(c1ccccc1OCCN(C)C)CC(=O)NC3 (stereo not drawn)	-2%
102	COc1ccc(NC(=O)C(=O)NCC2(c3ccccc3)CCCC2)c(OC)c1	i
103	COc1ccc(CCC(=O)NC2CC(=O)N(c3ccc(OC)cc3)C2)cc1 (stereo not drawn)	12%
104	COCCNC(=O)CCCN1C(=O)COc2ccc(C(=O)COc3ccc(Cl)cc3C)cc21	u
105	CN(Cc1ccccc1)C(=O)c1cn(C)c2ccc(S(=O)(=O)N(C)C3CCCCC3)cc2c1=O	45%[activator]
